# ROMK mod – modulates human ROMK potassium channel activity. P48048. Tet-inducible ROMK, thallium flux fluorescence; actives lie on both sides. B-score at 10 µM. hit rate 2% among 130,000. AID 1918;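 active means signal ratio slope over the read window, or its plate-corrected B-score, at least 3 SD from the plate mean, either direction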;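 further: B-score of the F/F0 ratio slope over 7 to 12 s after thallium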
# TLR4-MyD88 BLA – inhibitors of human TLR4-MyD88 binding | O00206+Q99836 | HeLa CL3-4 TLR4/MyD88 BLA complementation, FRET ratio | inhibition, % at 8.4 µM | hit rate 0.18% among 200,000 | AID 861; in the data active means inhibition above about 25%;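 further: 0% = vehicle and 100% = reference inhibitor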
# Target sequence (O00206 whole entry, looked up): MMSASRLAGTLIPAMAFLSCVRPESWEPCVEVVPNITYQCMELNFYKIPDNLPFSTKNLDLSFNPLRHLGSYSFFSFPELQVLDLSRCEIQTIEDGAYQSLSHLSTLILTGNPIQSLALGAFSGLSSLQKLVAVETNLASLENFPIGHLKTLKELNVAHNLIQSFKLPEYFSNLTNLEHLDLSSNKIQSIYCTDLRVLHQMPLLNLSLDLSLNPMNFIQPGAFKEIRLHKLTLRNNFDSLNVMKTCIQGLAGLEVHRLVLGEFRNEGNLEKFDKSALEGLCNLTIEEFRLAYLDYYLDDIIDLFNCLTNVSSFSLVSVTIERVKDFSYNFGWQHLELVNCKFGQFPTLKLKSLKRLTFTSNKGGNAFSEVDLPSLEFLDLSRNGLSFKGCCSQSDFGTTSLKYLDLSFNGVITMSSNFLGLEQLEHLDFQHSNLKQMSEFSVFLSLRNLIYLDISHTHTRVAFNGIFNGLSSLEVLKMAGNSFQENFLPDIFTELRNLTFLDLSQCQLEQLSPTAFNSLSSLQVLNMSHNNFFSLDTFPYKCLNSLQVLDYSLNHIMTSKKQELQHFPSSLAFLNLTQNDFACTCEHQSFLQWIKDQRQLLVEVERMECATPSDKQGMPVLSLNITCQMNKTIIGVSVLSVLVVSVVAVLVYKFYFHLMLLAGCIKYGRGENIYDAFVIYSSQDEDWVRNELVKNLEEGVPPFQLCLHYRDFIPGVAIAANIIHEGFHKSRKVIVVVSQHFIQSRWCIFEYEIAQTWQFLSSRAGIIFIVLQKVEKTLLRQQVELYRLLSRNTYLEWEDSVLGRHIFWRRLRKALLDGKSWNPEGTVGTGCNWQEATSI
# Target sequence (Q99836 whole entry, looked up): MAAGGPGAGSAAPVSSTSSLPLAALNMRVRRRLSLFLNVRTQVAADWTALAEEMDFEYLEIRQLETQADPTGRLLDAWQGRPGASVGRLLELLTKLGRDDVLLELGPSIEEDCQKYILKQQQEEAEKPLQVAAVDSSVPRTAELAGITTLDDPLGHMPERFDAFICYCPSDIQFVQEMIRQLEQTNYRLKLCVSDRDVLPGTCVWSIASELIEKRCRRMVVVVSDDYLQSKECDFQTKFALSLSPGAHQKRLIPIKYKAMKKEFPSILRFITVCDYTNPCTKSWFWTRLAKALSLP
# PPARg SRC-3 ag – promotes SRC-3 coactivator recruitment by human PPARgamma | activation, % at 8 µM | P37231 | hit rate 0.26% among 200,000 | biochemical PPARgamma/SRC-3 coactivator recruitment assay; in the data active means activation above about 23%;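 further: 0% = DMSO and 100% = reference agonist; some compounds past the cut are filed as inactive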
# PPARg SRC1 recr – promotes SRC-1 coactivator recruitment by human PPARgamma; P37231; PPARgamma-SRC-1 coactivator recruitment biochemical assay; activation, % at 8 µM; hit rate 0.41% among 200,000; in the data active means activation above about 19%;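 further: 0% = DMSO and 100% = reference agonist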
# STAT3 activator – activators of IL-6 induced STAT3 signaling | U3A cells, IL-6 STAT3-luciferase reporter, luminescence; 100% = signal with IL-6 EC80 alone | activation (% of control), % at 5.6 µM | hit rate 0.91% among 190,000;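 active means activation above the screen-wide mean of compound activation plus 3 SD, cut at about 130% in these data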;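 further: 0% = background luminescence of wells with medium and substrate only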
#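 Test system: STAT3-luciferase reporter U3A cells; Detection: reporter luminescence signal; Times: 1 h compound pre-exposure, 6 h IL-6 stimulation, 37 °C; Benchmarks: IL-6-only high control; Also added: IL-6 stimulus at 33 ng/mL final.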
# STAT3 blocker – STAT3 signaling inhibition; U3A cells, IL-6 STAT3-luciferase reporter, luminescence; host cell line lacks STAT1; inhibition, % at 5.5 µM; hit rate 0.89% among 190,000;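 active means inhibition above the mean inhibition across all screened compounds plus 3 SD, cut at about 44% in these data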;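 further: 0% = DMSO only wells and 100% = 100 µM nifuroxazide control wells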
# PPARg SRC-2 ag – promotes SRC-2 coactivator recruitment by human PPARgamma | PPARgamma LBD-SRC-2 recruitment, biochemical | P37231 | activation, % at 8 µM | AID 1032 | hit rate 0.34% among 200,000; in the data active means activation above about 22%;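 further: 0% = vehicle and 100% = reference agonist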
# TR-FRET SRC-2 ct – TR-FRET artefact, counter-screen to PPARgamma/SRC-2 agonist assay; active compounds read high; hit rate 0.4% among 200,000; TR-FRET ratio at 8 µM; AID 1049; in the data active means TR-FRET ratio above about 2000; further: inactives centre near 1500
# STAT1 blocker – STAT1 signaling inhibition; NIH 3T3 STAT1-luciferase reporter, IFN-gamma, luminescence; inhibition, % at 5.5 µM; hit rate 0.35% among 200,000; AID 920;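 active means inhibition above a set limit, the mean inhibition across all tested compounds plus 3 SD, cut at about 34% in these data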;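 further: 0% = IFN-gamma with DMSO and 100% = IFN-gamma with 300 µM nifuroxazide; values of inactives mirror those of a sister screen read the other way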
# S1P3 antagonist – S1P3 (human) receptor antagonism | Q99500 | CHO S1P3 NFAT-BLA reporter, FRET fluorescence, antagonist mode | inhibition, % at 4.98 µM | hit rate 0.27% among 170,000 | AID 485;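 active means inhibition above the plate cutoff, the mean inhibition of test wells on that plate plus 3 SD, cut at about 28% in these data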;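 further: cells challenged with S1P at its EC80 of 0.8 µM; blue over green emission ratio from cleaved BLA substrate after 4 h stimulation; 0% = S1P-stimulated wells and 100% = unstimulated DMSO-only wells; some compounds past the cut are filed as inactive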
# RAM network inh – blocks the yeast RAM network; S. cerevisiae dse1pr::URA3 reporter, 5-FOA growth OD615, 2 d; analog-sensitive cbk1-as2 kinase mutant strain; inhibition, % at 50 µM; hit rate 1.8% among 190,000;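 active means inhibition above a set limit, 3 SD over mean compound inhibition, cut at about 8.4% in these data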;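 further: 0% = DMSO-only wells with no growth and 100% = 10 µM 1-NA-PP1 full growth; inhibition rescues growth on 5-FOA so higher OD means more RAM inhibition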
# * marks the source's active call; other numbers are inactive results; / = no result given.
# Sample of the layout, 3 compounds:
SMILES,ROMK mod,TLR4-MyD88 BLA,PPARg SRC-3 ag,PPARg SRC1 recr,STAT3 activator,STAT3 blocker,PPARg SRC-2 ag,TR-FRET SRC-2 ct,STAT1 blocker,S1P3 antagonist,RAM network inh
Cc1ccc(N2NC3(CCN(C(N)=O)CC3)NC2=O)cc1,0.24,-2,-3,-3,103,1,-9,1544,-1,2,-0.5
CC(C)n1c(O)c(N=Nc2ccc(Cl)nn2)c2ccccc21,/,14,-1,0,88,16,3,1476,-2,5,4.5
CS(=O)(=O)NCc1csc(-c2ccccc2)n1,/,1,-5,-2,95,9,1,1545,-8,-18,-0.5

# Results, repeating the preview:
SMILES,ROMK mod,TLR4-MyD88 BLA,PPARg SRC-3 ag,PPARg SRC1 recr,STAT3 activator,STAT3 blocker,PPARg SRC-2 ag,TR-FRET SRC-2 ct,STAT1 blocker,S1P3 antagonist,RAM network inh
Cc1ccc(N2NC3(CCN(C(N)=O)CC3)NC2=O)cc1,0.24,-2,-3,-3,103,1,-9,1544,-1,2,-0.5
CC(C)n1c(O)c(N=Nc2ccc(Cl)nn2)c2ccccc21,/,14,-1,0,88,16,3,1476,-2,5,4.5
CS(=O)(=O)NCc1csc(-c2ccccc2)n1,/,1,-5,-2,95,9,1,1545,-8,-18,-0.5
CC(=O)N1CCc2cc(Br)cc(S(=O)(=O)CCC(=O)N3CCN(c4ccccn4)CC3)c21,0.08,-16,4,10,101,1,4,1684,-7,-10,0.6
CCC(=O)NC1OC(CO)C(O)C(O)C1O (stereo not drawn),-2.4*,-2,1,4,95,10,5,1710,14,-5,-0.1
COc1cc(C2C(C#N)=C(N)Oc3c2ccc2ccccc32)ccc1OCC(=O)Nc1ccccc1C (stereo not drawn),/,12,-7,-5,97,15,3,1590,3,/,1.9
CN1CCN(c2nc3c(c(=O)[nH]c(=O)n3C)n2CCCSc2nnnn2-c2ccccc2)CC1,/,-12,5,12,96,9,9,1467,0,8,1.4
O=C(Nc1ccc2snnc2c1)N1CCOCC1,/,11,-3,1,103,2,5,1701,0,1,1.4
CC1(C)Cc2nc3sc4c(=O)n(CC(N)=O)cnc4c3cc2CO1,/,-16,0,-4,110,-6,-4,1502,-17,/,1.9
O=C(Nc1cccc(S(=O)(=O)N2CCCC2)c1)c1ccc2c(=O)n3c(nc2c1)CCCCC3,-1.4,-6,2,-4,78,25,3,1561,9,-13,-0.7
Cc1ccc(C2=Nc3ccc(Br)cc3C(c3ccncc3)=NN2)cc1,0.039,7,2,-6,98,4,7,1568,-12,1,1.8
CCC(Oc1ccccc1)C(=O)Nc1ccc(-c2nnc(-c3ccco3)o2)cc1 (stereo not drawn),/,5,11,6,96,6,15,1696,-36,-36,8.0
Cc1cc(/C=C(\C#N)C(=O)Nc2ccccc2)c(C)n1-c1cccnc1,-1.1,-6,-1,1,110,-14,5,1698,-36,-7,1.5
Cn1c(=O)c2c(nc(N/N=C/c3cccs3)n2Cc2ccccc2)n(C)c1=O,/,-11,1,0,105,0,-5,1493,6,-4,4.7
CCC(C)c1ccccc1NC(=S)Nc1cccnc1 (stereo not drawn),/,-10,6,-1,104,0,2,1541,13,/,0.0
N#Cc1nc(COc2ccc(Cl)cc2)oc1N1CCCCCC1,/,2,-7,4,96,10,0,1480,-3,-6,1.7
CCOc1ccc(OCC)c(NC(=O)CSc2nnc(Cn3cnc4ccccc43)n2C)c1,/,13,5,5,92,14,4,1609,16,9,1.1
CCOC(=O)COn1c(=O)c(=O)n(OC)c2ccccc21,-0.073,9,16,6,107,-1,7,1632,0,-46,1.8
O=C(C1CCC(Cn2c(=S)[nH]c3ccccc3c2=O)CC1)N1CCOCC1 (stereo not drawn),-0.29,0,0,9,98,4,6,1619,7,10,0.8
Cc1cc(-c2nn(-c3ccccc3F)cc2CN2CCCC(O)C2)c(C)s1 (stereo not drawn),-0.76,0,-1,13,99,5,3,1557,0,-2,0.9
CSCCC(NC(=O)c1ccc([N+](=O)[O-])cc1Cl)C(=O)OCC(=O)NC1CCCC(C)C1C (stereo not drawn),-0.2,4,5,4,105,-6,5,1731,8,-15,3.4
O=C(NCc1ccco1)c1ccccc1-c1nc(-c2ccccc2)no1,/,-8,0,4,103,0,1,1601,-4,/,2.3
Cn1c(SCC(=O)NNC(=O)c2ccc(Cl)cc2)nnc1-c1cccnc1,1.5,10,-1,4,108,-4,5,1626,7,-4,0.6
O=C(CCN1C(=O)c2ccccc2C1=O)N1CCOCC1,/,14,4,9,98,5,16,1674,1,/,2.4
c1ccc(-c2nnc(CN3CCN(c4ccccc4)CC3)o2)cc1,-1.3,-5,-5,2,104,-2,3,1591,1,-8,-0.9
CN1CC2([N+](=O)[O-])CC=C(OCCO)C([N+](=O)[O-])(C1)C2 (stereo not drawn),-0.69,4,-1,1,107,-11,1,1490,-5,-1,2.0
Cc1cc(C(=O)CSc2nnc(-c3ccco3)o2)c(C)n1Cc1ccco1,0.26,-4,-4,6,99,5,7,1622,0,-26,2.6
CC1=NN(c2ccc(F)cc2)C(=O)C1C(c1cccc(O)c1)c1c(C)[nH]n(-c2ccc(F)cc2)c1=O (stereo not drawn),/,-1,-3,2,153*,-56,-5,1597,3,/,2.7
Clc1ccccc1-c1nc(/C=N/N2CCOCC2)c2ccccn12,0.11,-15,4,5,99,0,7,1586,-3,-3,-0.5
Cc1ccccc1OCCNC(=O)/C=C/c1ccc([N+](=O)[O-])cc1,0.44,-3,3,1,90,12,4,1598,4,-7,4.4
CCN(CC)CCC/C(=N\O)C(O)(c1ccccc1)c1ccccc1,0.12,-6,6,5,104,0,-3,1377,-5,-24,0.6
COc1cc(OC)nc(NC(=O)CCl)n1,-1.1,-4,-9,-2,95,6,5,1465,2,/,0.5
COCCNC(=O)c1cnn2c(C(F)(F)F)cc(-c3ccc4c(c3)OCO4)nc12,0.16,11,-3,3,101,2,4,1428,-7,4,2.2
CCc1nc(C)ccc1OCC(=O)NCCCN(C)C,/,-5,-1,10,96,10,1,1585,1,-2,1.0
O=C(Nc1cccn(Cc2c(Cl)cccc2Cl)c1=O)C1CC1,-1.4,-4,2,-8,89,13,4,1624,9,1,2.2
CCOC(=O)N1CCN(CC(O)COCc2ccc(OC)c(OC)c2)CC1 (stereo not drawn),0.13,-3,-2,-5,103,-4,-1,1457,-2,-5,0.8
Cc1cnn(C(=S)NCc2ccco2)c1,/,2,18,-2,99,5,3,1334,2,-51,1.7
c1coc(-c2nc3nc4ccccc4nc3n2-c2ccc3c(c2)OCCO3)c1,-0.68,-7,-2,1,94,14,-9,1461,1,/,0.9
C1CCC2(CC1)OCC1(CO2)COC2(CCCCC2)OC1,/,-8,6,1,99,5,5,1653,0,-14,0.4
Cc1ccc(NC(=O)Nc2ccc3oc(C)nc3c2)cc1,/,-8,-2,-4,82,24,-3,1468,-84,/,4.0
CCc1cccc(N(C(=O)c2csnn2)C(C(=O)NC(C)(C)C)c2ccccn2)c1 (stereo not drawn),-1,3,1,-4,97,6,-4,1615,4,-14,3.8
Cc1occc1C(=O)Nc1nccs1,/,-10,1,3,96,8,10,1418,6,-21,-0.3
CCOC(=O)C1=C(C)OC(N)=C(C#N)C1c1cccs1 (stereo not drawn),-0.91,-10,2,9,100,8,0,1606,24,-9,4.0
O=C(Nc1nnc(-c2ccncc2)s1)C1CCCO1 (stereo not drawn),/,-4,-3,3,95,8,3,1554,-6,11,0.0
COc1ccc(OC)c(NC(=O)Cn2c(CCC(=O)O)ccc2-c2ccccc2)c1,0.34,1,-2,2,134*,-37,3,1596,-5,3,5.3
Cc1[nH]c2ccccc2c1/C=C/c1nc2ccccc2c(=O)n1-c1cccc([N+](=O)[O-])c1,/,1,-2,4,115,-19,0,1437,8,2,-3.2
CCOC(=O)CSc1nnc(Cc2cc(=O)[nH]c(=O)[nH]2)n1-c1ccc(Cl)cc1,/,6,1,3,104,5,0,1607,-15,4,0.9
CCOC(=O)C1CCCN(c2cc(C)nc3cc(-c4ccc(Cl)cc4)nn23)C1 (stereo not drawn),0.0085,8,14,-7,93,12,6,1371,-10,/,0.5
O=C(COc1ccccc1Cl)NC(=S)Nc1ccc(CN2CCOCC2)cc1,0.86,5,4,8,73,34,-4,1470,-6,4,0.3
Cc1c(CN2CCC(CO)(Cc3cccc(C(F)(F)F)c3)CC2)c2ccccc2n1C,-1.4,-17,0,1,109,-4,1,1468,8,14,2.7
COC(=O)c1ccc(NC(=O)CSC2=NCCN2)cc1,/,-12,4,5,99,6,-1,1357,-24,10,0.4
CCCCc1ccc(NC(=S)N2CCC(O)CC2)cc1,1,-7,1,0,104,-3,16,1707,-7,-3,1.1
Cc1ccc(-n2nnc3c(SCC(=O)NCC4CCCO4)ncnc32)cc1 (stereo not drawn),-0.56,17,2,3,94,6,2,1513,-5,/,1.3
CN(C)C=Nc1ncc2c3ccccc3n(CCN(C)C)c2c1C#N,0.38,10,-5,0,102,-2,5,1354,-9,12,0.1
CCc1cc2ccc(OC)cc2nc1SCC(=O)NNC(C)=O,-0.74,5,8,12,96,9,8,1842,-1,-5,1.0
CCOC(=O)c1nc(-c2ccccc2)oc1N1CCOCC1,-0.56,-3,3,-3,103,-5,5,1476,-1,-3,0.6
Cn1c(SCC(=O)NCc2ccco2)nc2ccccc2c1=O,/,-7,-1,-4,92,13,-1,1340,0,-8,1.2
COc1cc(C(=O)NC2CC3CCCC(C2)N3CC(=O)Nc2ccccc2)cc(OC)c1OC (stereo not drawn),/,-5,-7,0,103,3,-2,1664,9,1,0.3
O=C(O)c1ccc(CSCc2ccccc2F)o1,/,2,3,9,98,8,3,1411,-5,9,0.7
O=C(NCCc1c[nH]c2ccccc12)c1cc(S(=O)(=O)N2CCCCC2)ccc1N1CCOCC1,0.69,1,15,6,110,-7,5,1599,-6,-18,2.3
# Additional records:
SMILES,ROMK mod,TLR4-MyD88 BLA,PPARg SRC-3 ag,PPARg SRC1 recr,STAT3 activator,STAT3 blocker,PPARg SRC-2 ag,TR-FRET SRC-2 ct,STAT1 blocker,S1P3 antagonist,RAM network inh
Cc1cc(NC(=O)COC(=O)CCCOc2ccc(Cl)cc2C)no1,/,7,2,7,106,-2,4,1520,-16,8,2.1
CCC(C(=O)NCc1ccncc1)c1ccccc1 (stereo not drawn),-0.1,-3,-3,6,104,-2,-3,1428,-6,-11,-1.0
CCC1CCCCN1C(=O)COc1cc(=O)n(C)c2ccccc12 (stereo not drawn),/,-1,12,4,105,-1,2,1845,9,9,2.2
Cc1nonc1C(=O)N/N=C/c1ccc([N+](=O)[O-])o1,-1.3,-10,4,7,72,36,12,1712,-12,-21,-0.7
COC(=O)CSc1nnc(SCc2ccc(Cl)cc2)s1,0.36,-1,6,-1,99,6,18,1620,0,/,1.4
Cc1cccc(CCNC(=O)C2CCC(=O)N2Cc2ccc(F)cc2)c1 (stereo not drawn),-0.013,-3,-1,3,111,-13,8,1479,-5,/,-0.6
